Fluorescein fluor: compound fluoresces in the fluorescein spectral region | 59,000 tested, 0.91% active | Compound autofluorescence, 480/540 nm, fluorescein-equivalent; stronger effect = higher value | max fluorescein-equivalent concentration, M; in the data active means max fluorescein-equivalent concentration above about 10 nM; inconclusive means between about 1.1 nM and that limit
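In this qHTS profile, compound fluorescence was measured with a 480 nm/540 nm filter pair following a 15-min room-temperature incubation in 100 mM Tris (pH 8.0). A six-point fluorescein series on each plate served for normalization.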
Epigenetic mod: epigenetic modulators derepressing GFP locus in mouse cells; mouse C127i GFP locus derepression, cytometry, 30 h; Potency, µM (top dose mostly 46.1 µM), without a hit: at the top dose GFP derepression (activation); 68,000 tested, 0.09% active; AID 597; further: % of control where 0% means no effect
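Murine C127i mammary cells carrying a silenced, stably integrated CMV-driven GFP reporter were treated with compound for 30 hours at 37 C. After PBS washes, GFP-positive cells were counted by laser-scanning microplate cytometry.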
HBB splice mod: alters splicing of the hemoglobin beta chain; HBB splicing reporter cell assay, activation; EGFP reporter with mutant IVS2-654 intron; response scale: normalised to 500 nM splice-correcting PNA; Potency, µM (top dose mostly 46.1 µM), without a hit: at the highest dose activation, most hits filed as activators; 65,000 tested, 0.06% active; AID 925; further: potency means the concentration at half of the fitted maximal effect; 0% is about no effect
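HeLa cells stably expressing EGFP interrupted by mutant beta-globin intron 2 (IVS2-654), 500/well in 2% FCS. Treated with compound for 2 days at 37C. Splicing correction scored as total well GFP intensity (488 nm excitation, 500-520 nm emission); 500 nM antisense PNA served as control.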
A350 fluor: A350 region autofluorescence. Compound autofluorescence, 340/450 nm, Alexa 350 dye-equivalents; stronger effect = higher value. max dye-equivalent concentration, M. 59,000 tested, 11% active. AID 590; in the data active means max dye-equivalent concentration above about 10 nM; inconclusive means mostly about 1.1 nM to 9.6 nM
Luciferase inh: firefly luciferase inhibition; P08659; 72,000 tested, 2.2% active; Potency, µM (series often up to 57.1 µM), for inactives: at the top dose activity change, negative = inhibition, most hits filed as inhibitors; purified firefly luciferase, luminescence, 8 min; AID 411; further: potency means the concentration at half of the fitted maximal effect; on the % scale 0 is the no-effect control and ±100 the full control effect; nearly all actives have a fitted effect of over 40% in size
Target sequence (P08659 whole entry, looked up): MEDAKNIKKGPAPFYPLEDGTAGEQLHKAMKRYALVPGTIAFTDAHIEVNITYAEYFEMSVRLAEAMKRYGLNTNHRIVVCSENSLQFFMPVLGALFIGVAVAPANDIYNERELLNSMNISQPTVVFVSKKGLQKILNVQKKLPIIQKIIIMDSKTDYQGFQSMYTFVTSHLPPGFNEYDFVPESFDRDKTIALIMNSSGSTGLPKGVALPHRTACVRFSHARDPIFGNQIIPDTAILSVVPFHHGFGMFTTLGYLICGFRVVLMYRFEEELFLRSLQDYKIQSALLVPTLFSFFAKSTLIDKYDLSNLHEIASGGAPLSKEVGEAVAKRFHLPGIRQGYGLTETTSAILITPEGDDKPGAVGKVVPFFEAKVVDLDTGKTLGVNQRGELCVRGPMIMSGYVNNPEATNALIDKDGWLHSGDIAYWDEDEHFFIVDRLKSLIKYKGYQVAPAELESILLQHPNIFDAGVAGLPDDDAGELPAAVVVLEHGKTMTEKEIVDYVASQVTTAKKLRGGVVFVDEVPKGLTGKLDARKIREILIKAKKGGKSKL
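Inhibition of light generation by firefly luciferase from ATP and luciferin was profiled with concentration-response curves per sample, ATP held at 10 uM within the enzyme's linear range. Plates were read by luminescence after an 8-minute ambient incubation.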
Texas Red fluor: Texas Red region autofluorescence | Compound fluorescence, Texas Red channel, 547/618 nm; stronger effect = higher value | max dye-equivalent concentration, M | 59,000 tested, 0.06% active; in the data active means max dye-equivalent concentration above about 10 nM; inconclusive means between about 1.1 nM and that limit
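Spectral interference profiling: each compound concentration's relative fluorescence, read with a 547 nm excitation and 618 nm emission filter pair, was normalized to a per-plate Texas Red standard curve.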
ERK AVP inh: vasopressin-driven ERK pathway inhibition; HEK293-V1b, vasopressin-stimulated pERK AlphaScreen; Potency, µM (highest dose often 57.5 µM), for inactives: at the top dose activity, negative = inhibition, actives largely listed as inhibitors; 72,000 tested, 0.99% active; AID 995; further: potency means the concentration at half of the fitted maximal effect; on the % scale 0 is the no-effect control and ±100 the full control effect; nearly all actives have a fitted effect of over 55% in size
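qHTS, compounds titrated on V1b-expressing HEK293 cells. Preincubation 30 min at 37C, vasopressin 25 nM for 5 min, lysis 10 min, bead incubation 5 hr at room temperature.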
UbGFP stabilizer: ubiquitin-GFP accumulation via proteasome inhibition; Ubiquitin-GFP reporter cells, proteasome inhibition, GFP fluorescence; response scale: untreated = 0%, 10 µM MG-132 = 100%; Potency, µM (doses to about 45.9 µM), for the others: top-dose activation (GFP accumulation), most hits filed as activators; 67,000 tested, under 10 active; active means well fitted activation curve with a large enough effect, not every such curve was filed as active; inconclusive means small, poorly fitted or top-dose-only effect, or another doubt; inactive means no such curve, though single readings can be large or run the other way; further: potency means the concentration at half of the fitted maximal effect
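U2OS cells stably expressing ubiquitin(G76V)-GFP, seeded overnight in 0.5% FBS medium, were exposed to compounds (qHTS, 46 uM to 2.9 nM) for 4 hr at 37 °C. GFP-positive cells were counted by laser cytometry (488 ex/515 em), normalized between basal and 10 uM MG-132.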
4-MU autofl: compounds fluorescent in 4-MU spectral region | compound autofluorescence, 340/450 nm, 4-MU equivalents; stronger effect = higher value | max dye-equivalent concentration, M | 59,000 tested, 11% active | AID 589; in the data active means max dye-equivalent concentration above about 10 nM; inconclusive means mostly about 1.1 nM to 9.6 nM
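Intrinsic fluorescence at 340/450 nm (ex/em) was read after 15 min at room temperature in pH 8.0, 100 mM Tris. Each compound concentration expressed as 4-MU-equivalent concentration from a six-point 4-MU standard series on each plate.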
Hsp90 Hop PPI: changes Hsp90-Hop TPR2A binding signal, up or down. AlphaScreen TPR2A-His6 binding biotin-Hsp90 C-terminal peptide. Potency, µM (top dose mostly 57 µM), for inactives: at the highest dose activity change, negative = inhibition. 71,000 tested, 0.44% active. AID 595; active means well fitted curve in either direction with a large enough effect; inconclusive means small, poorly fitted or top-dose-only effect, or another doubt; further: potency means the concentration at half of the fitted maximal effect; on the % scale 0 is the no-effect control and ±100 the full control effect; many of its hits are not listed in these tables
CRE Fsk mod: modulators of forskolin-stimulated CRE signaling in CHO cells; CHO CRE-bla reporter (cAMP response element driving beta-lactamase), forskolin EC10, beta-lactamase ratio; Potency, µM (highest dose often 38.2 µM), without a hit: at the highest dose activity change, negative = inhibition, actives largely listed as activators; 71,000 tested, 2.5% active; active means well fitted activation curve with a large enough effect in the signal ratio, with a control signal flat, not every such curve was filed as active; inconclusive means small, poorly fitted or top-dose-only effect, or effect the other way, or a change in a side signal; the % refers to the signal ratio; further: potency means the concentration at half of the fitted maximal effect; % of control where 0% means no effect
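Cells were plated overnight at 37 °C, exposed to compound titrations plus EC10 NKH 477 for 3 h, then given CCF4 dye for 2 h at room temperature. Blue/green (460/530 nm) ratio was converted to %Activity and AC50 values calculated.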
An asterisk follows results filed as active; i = inactive; ? = inconclusive; / = no result given; [ ] = remark or other dose. Unless noted, the call rests on the fitted dose curve; in most records, active means well fitted curve in the direction sought with a large enough effect; inconclusive means small, poorly fitted or top-dose-only effect, or another doubt; inactive means no such curve, though single readings can be large; an effect the other way counts as inactive or inconclusive. An excerpt (hit frequency here may not be typical).

molecule	Epigenetic mod	Fluorescein fluor	Hsp90 Hop PPI	A350 fluor	ERK AVP inh	CRE Fsk mod	UbGFP stabilizer	Texas Red fluor	HBB splice mod	4-MU autofl	Luciferase inh
COc1ccc2nc(COC(=O)c3ccco3)c(C(C)=O)[n+]([O-])c2c1	3%	i	-3%	i	0%	-2%	-1%	i	-0.6%	i	2%
C=CCNC(=O)c1scc2c1CCCC2	-2%	i	1%	i	8%	?	0%	i	-1.7%	i	-2%
O=C(CN1C(=O)C2C3C=CC(C3)C2C1=O)N1CC=C(c2ccccc2)CC1 (stereo unspecified)	2%	i	-4%	i	-3%	?	-1%	?	-0.2%	i	-1%
COC(=O)c1c(NC(=O)c2nn(C)cc2Cl)sc2c1CCCC2	3%[20.6 µM]	i	/	2.8e-07M*	/	/	/	i	/	2.4e-07M*	0%[25.5 µM]
Cc1c(N(C)C(=O)c2ccco2)c(=O)n(-c2ccccc2)n1C	-2%	i	0%	i	-21%	-8%	-2%	i	-0.8%	i	0%
N=c1cc(C2(O)CCCCC2)n2c(nc3ccccc32)s1	-2%	?	-7%	?	?	0%	3%	i	-0.9%	i	1µM*
COc1ccc(N(CC(=O)Nc2cc(C)ccc2C)S(=O)(=O)c2c(C)nn(C)c2C)cc1	-6%	/	2%	/	-2%	-12%	24%	/	-0.4%	/	1%
CC1=N[C@@](C)(COC(=O)[C@]2(C)N[C@](C)(CO)CO2)COC1=O	-10%[9.22 µM]	i	1%[11 µM]	i	12%[11.5 µM]	6%[7.6 µM]	-1%[9.17 µM]	i	2.3%[9.22 µM]	i	3%[11.4 µM]
O=S(=O)(c1ccccc1)N1CCSC1c1ccco1 (stereo unspecified)	2%	i	-1%	i	-17%	-4%	1%	i	-0.9%	i	3%
Cc1ccc(OC(=O)CCC(=O)N2CCc3ccccc32)cc1	0%	/	3%	/	11%	-6%	-11%	/	-0.9%[9.22 µM]	/	-1%
O=C(c1cccc(F)c1)N1CCC2(CC1)CCN(c1cccc(-c3ccccc3)c1)CC2	0%[9.22 µM]	i	-27%	i	-7%	0%	-11%	i	-0.8%	i	0%[11.4 µM]
O=C(CSc1ncc(-c2ccccc2)n1CC1CCCO1)N1CCCCC1 (stereo unspecified)	-2%	i	-1%	?	-1%	4%	0%	?	/	i	-4%
COc1cc(Cl)c(S(=O)(=O)N2CCOCC2)cc1Cl	0%	i	4%	i	-25%	10%	3%	i	-1.0%	i	-1%
Cc1ccc2c(c1)NCC(C(=O)NCc1ccccc1)O2 (stereo unspecified)	-3%	/	-9%	/	-16%	-11%	2%	/	0.2%	/	1%
COc1ccc(C2=Nn3c(nnc3-c3ccc(OC)cc3)SC2)cc1	0%	i	-12%	i	10µM*	13µM*	-6%	i	4.9%[1.84 µM]	i	-2%
O=S(=O)(/C=C/c1ccccc1)Nc1ccc(N2CCOCC2)cc1	0%	/	-10%	/	-7%	-4%	-8%	/	-3.7%	/	-1%
CC1CN(c2nn3c(=O)c4ccccc4nc3c3ccccc23)CC(C)O1 (stereo unspecified)	-2%	?	3%	5.1e-08M*	-21%	?	3%	i	-0.4%[57.5 µM]	5.8e-08M*	1%
N#Cc1c2n(cnc1=O)CCCCC2	-2%	/	-1%	/	-20%	-2%	1%	/	0.3%	/	-4%
CN(C)S(=O)(=O)c1cccc2nsnc12	-3%	i	-2%	i	-13%	-7%	1%	?	/	i	-2%
CC(C)(C)NS(=O)(=O)c1ccc(OCC(=O)Nc2ccc3c(c2)OCCO3)cc1	-2%	i	-3%	i	18%	-1%	-3%	i	/	i	1%

2 records drawn at random from those above, as already listed:
molecule	Epigenetic mod	Fluorescein fluor	Hsp90 Hop PPI	A350 fluor	ERK AVP inh	CRE Fsk mod	UbGFP stabilizer	Texas Red fluor	HBB splice mod	4-MU autofl	Luciferase inh
Cc1ccc2c(c1)NCC(C(=O)NCc1ccccc1)O2 (stereo unspecified)	-3%	/	-9%	/	-16%	-11%	2%	/	0.2%	/	1%
CC1CN(c2nn3c(=O)c4ccccc4nc3c3ccccc23)CC(C)O1 (stereo unspecified)	-2%	?	3%	5.1e-08M*	-21%	?	3%	i	-0.4%[57.5 µM]	5.8e-08M*	1%

Later entries.
molecule	Epigenetic mod	Fluorescein fluor	Hsp90 Hop PPI	A350 fluor	ERK AVP inh	CRE Fsk mod	UbGFP stabilizer	Texas Red fluor	HBB splice mod	4-MU autofl	Luciferase inh
CC1CCCC(C)N1CC(O)COc1ccc(Cl)cc1 (stereo unspecified)	0%	?	1%	i	7%	-10%	-3%	i	-1.6%	i	2%
CC(=O)N1CCC(C(=O)Nc2nc(-c3ccccc3)ns2)CC1	6%	?	7%	1.7e-06M*	?	10µM*	2%	i	-2.4%	1.8e-06M*	0%
CCOC(=O)C1CCN(C(=O)c2ccco2)CC1	0%	?	0%	i	8%	-12%	-3%	i	-5.4%	i	7%
Cn1c(Cn2c(=O)sc3ccccc32)nnc1SCC(=O)N1CCCC1	/	/	?	/	36%[activator]	-4%	-12%	/	0.1%	/	3%
CC(C)C(=O)Nc1ccc2c(c1)C(=O)N(CCC(=O)O)C2=O	0%	/	0%	/	-7%	-2%	3%	/	-0.1%	/	1%
CCn1c(N)c(C(=O)NCC2CCCO2)sc1=S (stereo unspecified)	0%	i	0%	i	-21%	5%	-10%	i	-1.1%	i	-3%
COc1ccc(-c2cn3cccnc3n2)cc1NC(=O)c1ccc(Br)o1	-2%	i	-7%	7.6e-08M*	-7%	2.5µM*	0%	i	-0.1%	7.5e-08M*	-6%
CC1=NC(C(F)(F)F)(C(F)(F)F)C2=C(CC(C)(C)CC2=O)N1Cc1ccco1	6%	i	-1%	i	13%	-7%	-4%	i	-0.4%	i	4%
COc1cccc(C2C(C(=O)c3cccs3)=C(O)C(=O)N2c2cc(C)on2)c1 (stereo unspecified)	-4%[20.6 µM]	i	/	i	/	/	/	i	/	i	1%[25.5 µM]
Cc1nnc(SCc2nc3ccccc3s2)n1-c1ccccc1	1%	i	-5%	?	-9%	?	1%	i	-1.8%	i	-30%
O=S(=O)(c1ccc(OCC(O)CNCc2ccco2)c(Cl)c1)N1CCOCC1 (stereo unspecified)	-2%	?	0%	i	-7%	?	2%	i	-3.9%	i	0%
COc1ccc(-c2nnc(SCC(=O)N3CCCCC3)o2)cc1OC	-2%	/	-4%	/	-23%	16%	3%	/	-0.3%	/	0%
Cc1ccccc1NC(=O)C1CCCN(S(=O)(=O)c2c(C)noc2C)C1 (stereo unspecified)	2%	i	0%	i	8%	5%	-2%	i	-0.6%	i	2%
COC(=O)CSc1nnc(CNS(=O)(=O)c2ccc(C)cc2)n1C	-8%	?	-1%	i	6%	-2%	0%	i	/	i	0%
c1ccc(-n2cnc3cc(NCc4ccccn4)ccc32)cc1	-2%	i	?	i	-12%	20%	/	i	1.5%[0.369 µM]	i	?
Cn1c(CCN2CCCCC2)nc2cc(NS(=O)(=O)c3ccc(Cl)cc3)ccc21	0%	?	-2%	i	-21%	?	1%	i	13%[57.5 µM]	i	4%
O=C(CSc1nc2ccccc2c(=O)n1C1CC1)NCc1ccccc1	-4%	i	-1%	?	29%	?	6%	i	-2.6%	?	1%
O=C1CCCN1CCCNc1ncnc2c1[nH]c1ccc(Cl)cc12	0%	i	-6%	?	?	1µM*	-3%	?	-2.4%[0.369 µM]	?	-5%
CCOC(=O)CCc1c(C)nc2cc(-c3ccc(F)cc3)[nH]n2c1=O	5%	/	-4%	/	-21%	5%	7%	/	-3.5%	/	-3%
O=C(CN1CCN(Cc2ccccc2F)C1=O)NCc1cccnc1	5%	/	-1%	/	-18%	-3%	10%	/	0.5%	/	1%
O=C1C2C3C=CC(C3)C2C(=O)N1CNc1ccc(O)cc1 (stereo unspecified)	1%	i	-12%	i	2%	-7%	5%	i	/	i	-10%
O=C(Oc1ccc2c(c1)OCO2)c1cccs1	0%	?	13%	i	22%	?	5%	i	-2.7%	i	-21%
c1ccc(Cc2nnc3sc(-c4ccncc4)nn23)cc1	6%	?	-4%	i	-7%	7%	0%	i	0.4%	i	2%
CCN1C(=O)c2cccc3c(N)ccc1c23	/	/	-15%	/	/	10µM*	8%	/	-0.7%	/	-9%
CN(C)C(=O)N1CCC(C(=O)NCC2CCCO2)CC1 (stereo unspecified)	4%	?	-1%	i	-10%	16%	-1%	i	-1.3%[57.5 µM]	i	1%
CCN(CC)C(=O)Cc1cc(C(=O)O)c2ccccc2n1	2%	i	4%	i	7%	-13%	3%	?	-0.9%	i	-4%

Screening data (PubChem)
